Screening results as filed in PubChem BioAssay.
PfHsp90 set2: inhibits growth of yeast expressing Plasmodium falciparum Hsp90. S. cerevisiae expressing PfHsp90, BacTiter-Glo ATP, 48 h; yeast lacking PDR1 and PDR3 efflux regulators. inhibition, % at 9.4 µM. hit rate 0.32% among 310,000;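 active = every replicate shows inhibition above about 80%, whatever the replicate mean, limit read from the data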;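 also: 0% = DMSO neutral controls and 100% = 20 µM radicicol positive controls; yeast relying on Plasmodium falciparum Hsp90 in place of its own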
AddAB inh: less growth of phage-infected E. coli with AddAB. E. coli expressing H. pylori AddAB, absorbance growth. inhibition, % at 11.9 µM. hit rate 0.29% among 330,000; in the data active = inhibition above about 12%;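 also: 0% = vehicle wells of infected cells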
DAGLB inh: diacylglycerol lipase beta (human) inhibition; Q8NCG7; HEK293T DAGLB membrane lysate, EnzChek fluorogenic substrate; inhibition, % at 5.17 µM; hit rate 0.059% among 340,000; AID 504411; in the data active = inhibition above about 34%;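 also: 0% = enzyme with vehicle and 100% = wells lacking enzyme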
Target sequence (Q8NCG7 whole entry, looked up): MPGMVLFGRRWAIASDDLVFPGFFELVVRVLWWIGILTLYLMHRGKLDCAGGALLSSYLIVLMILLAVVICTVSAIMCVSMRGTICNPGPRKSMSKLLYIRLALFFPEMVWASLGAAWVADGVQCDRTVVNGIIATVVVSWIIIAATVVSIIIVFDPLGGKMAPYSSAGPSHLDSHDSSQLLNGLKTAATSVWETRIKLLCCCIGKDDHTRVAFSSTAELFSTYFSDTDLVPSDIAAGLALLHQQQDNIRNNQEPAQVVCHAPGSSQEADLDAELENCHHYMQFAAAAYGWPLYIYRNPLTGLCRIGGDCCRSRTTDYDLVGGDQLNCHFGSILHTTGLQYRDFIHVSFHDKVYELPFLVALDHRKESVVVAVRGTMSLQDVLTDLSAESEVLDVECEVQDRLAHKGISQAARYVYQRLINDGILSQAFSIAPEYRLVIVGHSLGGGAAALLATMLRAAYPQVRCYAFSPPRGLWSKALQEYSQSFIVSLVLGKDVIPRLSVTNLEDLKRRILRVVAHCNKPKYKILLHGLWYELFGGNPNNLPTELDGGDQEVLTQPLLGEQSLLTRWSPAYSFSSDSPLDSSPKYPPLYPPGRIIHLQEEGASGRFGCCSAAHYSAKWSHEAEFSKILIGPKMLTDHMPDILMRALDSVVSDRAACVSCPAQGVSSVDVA
Rtt109 Vps75: blocks Candida albicans Rtt109/Vps75 acetyltransferase activity | Q5AAJ8 | purified Rtt109/Vps75, ThioGlo CoA-SH fluorescence, 4 h | inhibition, % at 34.9 µM | hit rate 0.16% among 330,000;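 active = inhibition of at least 50% in every replicate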
Target sequence (Q5AAJ8 whole entry, looked up): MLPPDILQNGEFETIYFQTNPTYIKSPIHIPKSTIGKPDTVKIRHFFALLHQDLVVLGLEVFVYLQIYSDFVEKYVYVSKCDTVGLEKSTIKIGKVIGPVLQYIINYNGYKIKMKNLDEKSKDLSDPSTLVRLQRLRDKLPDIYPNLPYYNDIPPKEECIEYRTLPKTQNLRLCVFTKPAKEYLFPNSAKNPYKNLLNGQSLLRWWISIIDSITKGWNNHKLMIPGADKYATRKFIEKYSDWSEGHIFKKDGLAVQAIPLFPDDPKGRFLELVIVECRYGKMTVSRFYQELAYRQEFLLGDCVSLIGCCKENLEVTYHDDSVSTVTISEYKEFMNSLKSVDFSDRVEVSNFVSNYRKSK
Wnt act: activates Wnt/beta-catenin signaling in a reporter cell assay | activator, plate reader | activation, % at 9.35 µM | hit rate 1.2% among 300,000; in the data active = activation above about 30%, passing the limit was not always enough;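 also: 0% = neutral control wells and 100% = positive control wells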
PvdQ inh: P. aeruginosa PvdQ acylase inhibition | purified PvdQ acylase, fluorescence plate reader | inhibition, % at 10 µM | hit rate 0.063% among 340,000; in the data active = inhibition above about 30%, passing the limit was not always enough;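 also: 0% = vehicle neutral wells and 100% = reference inhibitor wells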
E coli growth: bacterial growth inhibition, counter-screen for AddAB inhibitors; E. coli V3065 growth, OD600 absorbance, 18 h; inhibition, % at 11.9 µM; hit rate 0.27% among 330,000; AID 449728;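 active = inhibition above the campaign's mean inhibition across all tested compounds plus 3 SD, cut at about 9.9% in these data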;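 also: uninfected addAB+ strain grown without phage in ampicillin broth; 0% = DMSO wells and 100% = ciprofloxacin 0.95 µg/ml wells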
phage Ecoli inh: E. coli growth loss with phage present; hit rate 0.26% among 360,000; inhibition, % at 11.9 µM; AID 651602; growth absorbance; in the data active = inhibition above about 11%
Tat export inh: inhibitors of E. coli Tat protein transport; E. coli MC4100 TorA-mCherry Tat export, fluorescence; inhibition, % at 10 µM; hit rate 0.036% among 340,000;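 active = mean replicate inhibition at least 50% and at least half of replicates individually reaching 50%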;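 also: exported cargo escapes ClpAP degradation while cytoplasmic cargo is degraded and loses fluorescence; 0% = median of neutral control wells and 100% = median of NaSCN control wells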
CAL PDZ inh: inhibitors of human CAL PDZ peptide binding | Q9HD26 | purified CAL PDZ, TMR-peptide fluorescence polarization, 1 h | inhibition, % at 20 µM | hit rate 0.02% among 330,000 | AID 504414;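 active = highest replicate inhibition of at least 40%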;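 also: plate controls were DMSO neutral control wells for no effect and unlabeled competitor peptide control wells for full effect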
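Test system: purified CerCALP PDZ construct; Compound dosing: one concentration, 20 µM compound; Also added: TMR-labelled reporter peptide T*-PRC34 bound in PDZ groove; Read-out: inhibition from polarization loss; Controls: unlabelled peptide and DMSO controls; Signal: FP readout, S and P plane fluorescence; Incubation: 1 h at RT.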
* marks the source's active call; other numbers are inactive results; . = not tested or not shown.

entry	molecule	PfHsp90 set2	AddAB inh	DAGLB inh	Rtt109 Vps75	Wnt act	PvdQ inh	E coli growth	phage Ecoli inh	Tat export inh	CAL PDZ inh
1	Cc1nn(-c2ccccc2)cc1/C=N/NC(=O)c1cccs1	-9	1.6	-1	-4	28	-10	-0.2	-1.1	2	-2.2
2	CCC(=O)Nc1ccc(NC(=O)c2c(C)nc3ccccn23)cc1	10	3.9	0	2	.	-12	-2.5	-0.2	-10	-3.4
3	COn1c2c(c3c4no[n+]([O-])c4ccc31)CCCC2	9	0.8	-2	1	-1	2	-1.8	2.7	1	-1.9
4	COc1ccc(C2NC(=O)NC(O)(C(F)(F)F)C2C(=O)c2ccccc2)cc1OC (stereo not given)	3	0.0	-3	1	11	-7	-1.4	0.8	-2	-2.2
5	O=C(CNc1ccccc1Cl)Nc1cc(S(=O)(=O)N2CCOCC2)ccc1Cl	-22	4.6	-2	0	-3	-15	3.9	1.7	7	-0.4
6	CNC(=O)NC(=O)C(OC(=O)c1cccc(S(=O)(=O)N2CCCCC2)c1)c1ccccc1 (stereo not given)	26	-0.3	1	1	-5	-10	-0.9	1.7	10	-1.4
7	O=C(CSc1nc2ccccc2c(=O)n1C1CC1)NCc1ccccc1	-2	-0.3	-1	10	-2	-5	0.9	1.6	-8	-1.7
8	COc1ccc(NS(=O)(=O)c2cc(C)ccc2C)cc1	7	2.9	-2	5	.	-9	-0.1	3.3	-7	-0.6
9	COc1ccc(S(=O)(=O)N2CCCC(C(=O)N3CCN(c4ccccc4)CC3)C2)cc1Cl (stereo not given)	6	0.3	2	7	-3	-11	0.0	2.0	8	-1.7
10	COc1ccccc1CNC(=O)CN1C(=O)NC2(CCOc3ccccc32)C1=O (stereo not given)	5	-0.8	0	-4	-2	-7	-0.8	1.5	0	-0.2
11	O=C(COC(=O)CNC(=O)c1ccccc1)NCCNC(=O)COC(=O)CNC(=O)c1ccccc1	-26	-0.9	-1	-9	-1	-9	-1.8	2.1	-2	0.2
12	O=C(COC(=O)c1ccc([N+](=O)[O-])o1)NCc1ccc2c(c1)OCO2	18	3.4	-5	1	2	-14	5.1	0.6	2	0.5
13	C[C@H](NC(=O)c1ccccc1Cl)C(=O)OCc1cn2cc(Cl)ccc2n1	-27	2.2	-6	-6	-1	-10	2.7	3.3	-4	-0.7
14	O=C(NNS(=O)(=O)c1ccc(F)cc1)C1CCN(S(=O)(=O)c2ccccc2)CC1	5	0.9	-4	-2	-5	7	-1.8	-1.7	-1	0.5
15	Cc1ccc([C@H]2C(C#N)=C(N)Oc3cc(C)oc(=O)c32)o1	1	-1.7	3	-2	0	-14	-4.4	2.3	-1	-0.3
16	CCCn1nc(C(=O)NNC(=O)CCOc2ccccc2OCC)c2ccccc2c1=O	.	-1.2	-1	0	1	-11	0.5	2.7	-3	-1.5
17	COc1ccc(OC)c(CN2CCSCC2)c1	21	.	-2	-11	-1	-10	.	0.6	-3	0.4
18	CC1CCCN(c2ccc([N+](=O)[O-])cc2C(=O)c2ccccc2)C1 (stereo not given)	-3	1.2	-4	11	-34	7	-1.9	3.4	6	-2.4
19	Cn1c(Cn2c(=O)sc3ccccc32)nnc1SCC(=O)NCc1ccccc1	12	4.9	0	3	-3	-8	-0.3	2.0	4	-0.5
20	O=C(CCc1c[nH]c2ccccc12)N[C@@H](Cc1c[nH]c2ccc(O)cc12)C(=O)O	-3	-2.9	-1	0	-2	13	-0.9	2.1	-1	.
21	COC(=O)C1=C(N)Oc2cc(C)n(Cc3cccnc3)c(=O)c2C1c1ccccc1OC (stereo not given)	2	1.0	-4	-11	.	-8	-1.4	4.8	-2	0.0
22	Cc1nn(-c2ccccc2)c(C)c1C(=O)OC(C)C(=O)NC1CCCCC1 (stereo not given)	.	-1.1	-3	6	-4	-11	-0.5	-0.2	1	-1.8
23	Cc1ccc(-n2ncc3c(=O)n(Cc4ccccn4)cnc32)cc1C	-2	2.0	1	-18	10	0	-1.6	0.3	-3	-1.7
24	COc1ccc(CC(=O)NNC(=O)CCc2ccccc2)cc1	38	-0.5	1	5	-4	-25	-0.9	3.9	-5	1.2
25	COC(=O)C1C(=O)C2=C(CC1C)NC(=O)CC2c1ccc(O)c(OC)c1 (stereo not given)	-15	4.7	-1	-11	.	8	-1.7	1.5	-2	-0.3

Later entries
entry	molecule	PfHsp90 set2	AddAB inh	DAGLB inh	Rtt109 Vps75	Wnt act	PvdQ inh	E coli growth	phage Ecoli inh	Tat export inh	CAL PDZ inh
26	CC(C)(C)Nc1nc(NC(C)(C)C)nc(-n2ccnc2)n1	8	-0.7	-7	-2	-5	-12	-7.0	3.0	1	-4.0
27	CCSc1nc(N)c2c(C)c(C)sc2n1	-11	3.2	0	6	-4	-7	0.6	3.4	-3	-0.6
28	Cc1cccc(OCCCC(=O)Nc2ccc(N(C)C)cc2)c1	0	4.4	0	-2	27	-5	0.3	2.5	-2	0.4
29	CN(C)c1ccc(NC(=S)N2CCN(c3ncc(C(F)(F)F)cc3Cl)CC2)cc1	-8	1.1	-2	-4	52*	-14	-1.9	1.5	0	0.3
30	NC(=O)COC(=O)CCSc1ccc(Cl)cc1	-7	1.3	1	-14	.	6	-0.4	2.9	3	-1.6
31	Cc1cc(C(=O)NNc2ccc(C(C)C)cc2)n(C(C)(C)C)n1	7	2.7	-4	-4	8	-3	3.1	-0.7	-3	-1.8
32	COC(=O)C[C@H]1c2cc(F)ccc2S(=O)(=O)N1C(C)C	.	2.7	-2	4	0	-12	-1.4	2.5	-1	-2.5
33	O=C(CN1C(=O)NC2(CCc3ccccc32)C1=O)Nc1c(Cl)cccc1Cl (stereo not given)	23	0.2	2	0	-2	-6	-1.7	0.5	0	-1.4
34	CCCCC(C(=O)N/N=C/c1ccccn1)C(=O)N/N=C/c1ccccn1	-17	-0.3	-1	9	-2	-5	-2.3	1.9	4	-2.1
35	S=c1[nH]nc(-c2ccc(Cl)cc2)n1Cc1ccccc1	-47	-1.7	-5	.	-1	-1	1.6	2.7	2	-2.8
36	COc1cc(NC(=S)N2CCN(S(=O)(=O)c3ccc(F)cc3)CC2)cc(OC)c1	5	.	-1	4	-2	-13	.	-1.8	-7	-1.7
37	COC(=O)C(Cc1ccccc1)NC(=O)CSc1nc(N)cc(=O)[nH]1 (stereo not given)	4	2.5	-1	0	-1	-16	2.2	0.7	-4	-0.4
38	Cc1cc(C)nc(N2CCC(C(=O)O)CC2)n1	.	1.7	0	2	-6	3	-0.7	0.9	-6	-1.5
39	COc1ccc(S(=O)(=O)NCC(=O)N(CC(=O)NCc2ccco2)Cc2ccccc2)cc1	-4	3.0	0	34	-1	3	-0.6	3.0	-2	-1.7
40	O=C(COc1ccccc1)c1cn(CC(=O)N2CCOCC2)c2ccccc12	3	0.6	-1	-4	.	-6	0.0	1.9	-4	-0.5
41	COc1ccc(Br)cc1/C=N/n1nnnc1N	-11	-2.9	0	1	1	-5	-4.7	2.1	-13	-1.4
42	Cc1ccc(-n2nnnc2SCC(=O)N2CCN(C(=O)c3ccco3)CC2)c(C)c1	5	0.2	1	3	-1	-12	-0.4	3.8	0	.
43	CCOC(=O)c1[nH]c(C)c(C(=O)NC)c1C	-38	.	2	-3	-1	-15	.	3.9	-1	0.1
44	CC(C)N1C(=S)N(Cc2ccco2)C(=O)C1CC(=O)Nc1ccccc1 (stereo not given)	4	-0.2	0	-2	1	-14	3.7	2.1	-11	-3.2
45	CCOC(=O)c1c(-c2ccccc2)nc2c(C)cccn12	-21	5.7	-8	10	2	-18	1.3	0.3	19	11
46	CC1CN(C(=O)CN2C(=O)NC3(CCCC3)C2=O)C(=Nc2cccc(S(=O)(=O)N(C)C)c2)S1 (stereo not given)	-23	2.8	0	8	2	0	1.7	4.3	7	0.5
47	Cc1ccc(C(=O)NC(=S)Nc2ccc3[nH]c(=O)[nH]c3c2)cc1	-10	2.3	1	10	0	7	3.7	5.6	3	-0.5
48	CCCn1c2c(c(O)c(C(=O)Nc3nc4ccccc4s3)c1=O)CCCC2	-2	3.7	0	-7	3	-11	1.3	3.4	12	-1.7
49	O=C(COC(=O)/C=C/c1ccco1)NCc1ccccc1Cl	8	0.2	-3	-6	-12	-8	-3.6	3.2	6	-1.4
50	Cc1ccc(S(=O)(=O)Nc2cc3c4c(c2)CCC(=O)N4CCC3)cc1	19	0.8	-2	-4	-3	4	-0.2	0.5	0	-0.5

2 records picked at random from the list so far:
entry	molecule	PfHsp90 set2	AddAB inh	DAGLB inh	Rtt109 Vps75	Wnt act	PvdQ inh	E coli growth	phage Ecoli inh	Tat export inh	CAL PDZ inh
48	CCCn1c2c(c(O)c(C(=O)Nc3nc4ccccc4s3)c1=O)CCCC2	-2	3.7	0	-7	3	-11	1.3	3.4	12	-1.7
26	CC(C)(C)Nc1nc(NC(C)(C)C)nc(-n2ccnc2)n1	8	-0.7	-7	-2	-5	-12	-7.0	3.0	1	-4.0

Further results
no.	mol	PfHsp90 set2	AddAB inh	DAGLB inh	Rtt109 Vps75	Wnt act	PvdQ inh	E coli growth	phage Ecoli inh	Tat export inh	CAL PDZ inh
51	O=C(c1ccncc1)N1N=C(c2ccc(Br)cc2)CC1c1ccccc1O (stereo not given)	5	2.5	4	12	1	3	-0.8	-2.2	9	-4.7
52	Cc1ccc(S(=O)(=O)N2CCN(CC(=O)Nc3ccc(N4CCOCC4)cc3)CC2)cc1C	-32	1.4	-1	7	-1	6	-1.0	0.9	0	-0.5
53	CCc1ccc(Nc2cc(C)nc3ncnn23)cc1	8	2.1	-2	1	0	8	-2.5	1.0	-9	.
54	CCCOc1ccc(/C=C/C(=O)N2CCOCC2)cc1	21	2.0	0	-1	-2	-13	-0.3	1.3	-3	8.2
55	CN(CC(=O)NCCc1ccc(Cl)cc1)S(=O)(=O)c1cccs1	-4	3.1	2	5	2	-5	2.1	2.6	5	-2.1
56	NC(=O)CN1CCN(C2CC(=O)N(CCc3ccccc3)C2=O)CC1 (stereo not given)	-11	1.3	-1	1	-12	-2	-3.0	1.8	0	0.2
57	N#CCC(=O)NNC(=S)NC(=O)C(c1ccccc1)c1ccccc1	-17	2.3	7	12	-2	-2	1.0	3.7	10	-2.7
58	COc1ccc(C2C(C(=O)c3ccco3)=C(O)C(=O)N2CCOCCO)cc1OC (stereo not given)	5	2.2	-3	1	.	5	0.7	2.4	-4	0.1

Complete entries, looked up by structure. Order of screens: PfHsp90 set2 | AddAB inh | DAGLB inh | Rtt109 Vps75 | Wnt act | PvdQ inh | E coli growth | phage Ecoli inh | Tat export inh | CAL PDZ inh
Listed for CCc1ccc(Nc2cc(C)nc3ncnn23)cc1 = 8 | 2.1 | -2 | 1 | 0 | 8 | -2.5 | 1.0 | -9 | .
Listed for Cc1ccc(S(=O)(=O)N2CCN(CC(=O)Nc3ccc(N4CCOCC4)cc3)CC2)cc1C = -32 | 1.4 | -1 | 7 | -1 | 6 | -1.0 | 0.9 | 0 | -0.5
Listed for N#CCC(=O)NNC(=S)NC(=O)C(c1ccccc1)c1ccccc1 = -17 | 2.3 | 7 | 12 | -2 | -2 | 1.0 | 3.7 | 10 | -2.7
